Source: PubChem
GLS inhibitor: qHTS for Inhibitors of Glutaminase (GLS); Glutaminase kidney isoform, mitochondrial (Homo sapiens), O94925; GLS enzymatic activity, qHTS titration; Potency, µM (doses to about 45.5 µM), for the others: at the highest dose activity change, negative = inhibition, most hits filed as inhibitors; hit rate 0.21% among 410,000; AID 624170, 2012; also: potency is read from the fitted curve at half-maximal effect; % is scaled to controls: 0 for no effect and ±100 for the full control effect
Target sequence (O94925 whole entry, looked up, canonical isoform): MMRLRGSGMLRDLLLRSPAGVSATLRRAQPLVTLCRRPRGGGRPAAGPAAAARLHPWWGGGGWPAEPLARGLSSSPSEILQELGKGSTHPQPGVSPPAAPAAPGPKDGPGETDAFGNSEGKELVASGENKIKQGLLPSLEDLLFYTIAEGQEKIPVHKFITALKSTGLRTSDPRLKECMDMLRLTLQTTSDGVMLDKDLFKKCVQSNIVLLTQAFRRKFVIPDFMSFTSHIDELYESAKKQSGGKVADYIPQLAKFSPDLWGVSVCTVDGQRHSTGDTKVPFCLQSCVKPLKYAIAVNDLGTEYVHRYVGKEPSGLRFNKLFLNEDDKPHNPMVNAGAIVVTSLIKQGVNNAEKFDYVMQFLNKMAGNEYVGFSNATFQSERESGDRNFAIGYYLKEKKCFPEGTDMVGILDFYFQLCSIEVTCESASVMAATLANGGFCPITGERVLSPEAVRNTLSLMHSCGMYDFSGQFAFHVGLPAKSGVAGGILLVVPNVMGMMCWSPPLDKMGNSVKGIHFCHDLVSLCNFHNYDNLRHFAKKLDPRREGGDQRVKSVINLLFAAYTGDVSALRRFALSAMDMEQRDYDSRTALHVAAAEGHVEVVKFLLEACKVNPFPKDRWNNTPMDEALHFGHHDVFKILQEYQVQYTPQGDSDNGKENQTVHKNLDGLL
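Assay buffer: 45 mM KH2PO4 pH 8.2, 0.02% Tween-20. hKGA acts on L-glutamine (1 mM solution added); product glutamate is reported by an oxidase/peroxidase Amplex Red coupling, with fluorescence taken at baseline and 30 min.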
JMJD2A Tudor: qHTS Assay for Inhibitors of JMJD2A-Tudor Domain | Potency, µM (top dose mostly 114 µM), inactives show at the highest dose activity change, negative = inhibition, actives largely listed as inhibitors | Lysine-specific demethylase 4A (Homo sapiens), O75164 | hit rate 4.4% among 390,000 | AlphaScreen JMJD2A-Tudor / H3K4me3 peptide binding; also: potency is read from the fitted curve at half-maximal effect; % is scaled to controls: 0 for no effect and ±100 for the full control effect; nearly all actives have a fitted effect of over 50% in size
RGS4 inh: Inhibitors of Regulator of G Protein Signaling (RGS) 4: qHTS; Transcreener GDP fluorescence polarization, RGS4-accelerated GTP hydrolysis; Potency, µM (top dose mostly 114 µM), for the others: at the top dose activity change, negative = inhibition, usual class: inhibitors; hit rate 0.039% among 390,000; Regulator of G-protein signaling 4 (Homo sapiens), P49798; AID 504845, 2011; also: potency is read from the fitted curve at half-maximal effect; % is scaled to controls: 0 for no effect and ±100 for the full control effect; nearly all actives have a fitted effect of over 75% in size; some results filed as inactive show a strong effect at the top dose
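MLSMR compounds (23 nl, pin-transferred) preincubated 10 min at room temperature with a 500nM (2x) first reagent, then RGS4 at 900nM (2x) plus Transcreener GDP mix added; fluorescence polarization (620/688 nm) read before and after 90 min at 30 °C.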
HP1b chromo inh: HTS for Inhibitors of HP1-beta Chromodomain Interactions with Methylated Histone Tails; Chromobox protein homolog 1 (Homo sapiens), P83916; AlphaScreen HP1-beta / biotin-H3K9me3 peptide binding; Potency, µM (titrated, usually from 114 µM), without a hit: top-dose activity change, negative = inhibition, usual class: inhibitors; hit rate 0.56% among 390,000; AID 540317, 2011; also: potency is read from the fitted curve at half-maximal effect; nearly all actives have a fitted effect of over 70% in size; inactives centre near 23
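AlphaScreen: HP1-beta (50 nM) preformed 30 min with biotin-H3(1-18)K9me3 peptide (50 nM) in PBS pH 7.4, 0.01% Tween-20. Compound added for 30 min at RT, then streptavidin donor/nickel chelate acceptor beads (10 ug/mL) for 30 min.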
ERG-DNA inh: qHTS for Small Molecule Inhibitors of the ERG Ets/DNA interaction | Transcriptional regulator ERG (Homo sapiens), P11308 | fluorescence polarization, His-ERG Ets domain / labelled DNA | Potency, µM (titrated, usually from 76.9 µM), inactives show at the top dose FP activity, negative = inhibition, usual class: inhibitors | hit rate 0.028% among 370,000 | AID 624246, 2012; active = well fitted inhibition curve with a large enough effect in the polarisation, with a control signal flat; inconclusive = small, poorly fitted or top-dose-only effect, or effect the other way, or a change in a side signal; inactive = no such curve, though single readings can be large or run the other way; the % refers to the polarisation;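 also: polarization taken with two DNA probes labelled with fluorescein and Texas red; potency is read from the fitted curve at half-maximal effect; % of control where 0% means no effect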
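His-tagged ERG Ets domain (1 uM in the protein solution; 300mM KCl, 50mM Tris-HCl, 1mM EDTA, 1mM DTT, pH 7.5) received compound, then a probe mix of 5 nM fluorescein-DNA and 100nM Texas-615-DNA. Fluorescence polarization was read for both dyes.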
PI4K2A block: qHTS for small molecular inhibitors of PI4K2A | Phosphatidylinositol 4-kinase type 2-alpha (Homo sapiens), Q9BTU6 | purified PI4K2A, ADP-Glo luminescence, 1 h; active compounds read low | activity change, negative = inhibition, % at 76.9 µM | hit rate 0.13% among 420,000; in the data active = activity change below about -50%; inconclusive = mostly about -30% to -49%;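 also: -100% = wells without enzyme as full effect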
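PI4K2A activity was measured by ADP-Glo luminescence: enzyme (4 ug/mL stock) and phosphatidylinositol (1.2 mM stock) in Tris pH 7.5/MgCl2/EGTA/Triton X-100 buffer were reacted with ATP (300 microM stock) for one hour at ambient temperature.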
BAZ2B block: qHTS Assay for Inhibitors of BAZ2B | Bromodomain adjacent to zinc finger domain protein 2B (Homo sapiens), Q9UIF8 | AlphaScreen BAZ2B-H3K14Ac peptide displacement | Potency, µM (series often up to 114 µM), for the others: top-dose activity change, negative = inhibition, usual class: inhibitors | hit rate 4.4% among 360,000; also: potency is read from the fitted curve at half-maximal effect; % is scaled to controls: 0 for no effect and ±100 for the full control effect; nearly all actives have a fitted effect of over 60% in size
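AlphaScreen displacement of biotin-H3(5-23)K14Ac peptide (50 nM final) from BAZ2B (50 nM final) in PBS pH 7.4, 0.01% Tween-20; complex preformed 30 min RT, then compounds (top 110 uM) 30 min RT, beads 20 min dark.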
G9a block: qHTS Assay for Inhibitors of Histone Lysine Methyltransferase G9a. Histone-lysine N-methyltransferase EHMT2 (Homo sapiens), Q96KQ7. Potency, µM (top dose mostly 102 µM), for inactives: at the top dose activity, negative = inhibition, hits mostly inhibitors. G9a H3K9 monomethylation, AlphaScreen, 2 h. hit rate 8.8% among 350,000; also: potency is read from the fitted curve at half-maximal effect; % is scaled to controls: 0 for no effect and ±100 for the full control effect; nearly all actives have a fitted effect of over 75% in size
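Signal arises when biotinylated H3K9 peptide, once monomethylated, bridges streptavidin donor and antibody-captured acceptor beads. Enzyme at 20 nM was preincubated 15 min with test compounds; peptide 500 nM and SAM 20 uM then reacted for 2 h.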
12-LOX inh: Primary qHTS assay for inhibitors of human arachidonate 12S-lipoxygenase (ALOX12): Round 2. Polyunsaturated fatty acid lipoxygenase ALOX12 (Homo sapiens), P18054. purified 12hLO, xylenol orange hydroperoxide absorbance. Potency, µM (doses to about 108 µM), without a hit: at the top dose activity change, negative = inhibition, usual class: inhibitors. hit rate 1.1% among 580,000; also: potency is read from the fitted curve at half-maximal effect; % is scaled to controls: 0 for no effect and ±100 for the full control effect
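Hydroperoxide product was detected by ferrous iron/xylenol orange as the 573 to 405 nm absorbance ratio. Arachidonic acid at 40 uM (final) was turned over for 30 min at room temperature by 150 nM human 12hLO, pH 7.0 Hepes buffer, after 15 min compound preincubation.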
Numbers without * were called inactive; ? = inconclusive; & = joins results of further samples; [ ] = dose if it differs, or a comment. Unless noted, calls follow the shape of the dose curve; as a rule, active = well fitted curve in the direction sought with a large enough effect; inconclusive = small, poorly fitted or top-dose-only effect, or another doubt; inactive = no such curve, though single readings can be large; an effect the other way counts as inactive or inconclusive.

SMILES	GLS inhibitor	JMJD2A Tudor	RGS4 inh	HP1b chromo inh	ERG-DNA inh	PI4K2A block	BAZ2B block	G9a block	12-LOX inh
O=C(CCN1CCN(CCO)CC1)N1c2ccccc2Sc2ccc(C(F)(F)F)cc21	16%&22%	56µM*	?	38%	-17%	0&-3	-12%	?	18%
C[C@H](CCC(=O)O)[C@H]1CC[C@H]2[C@@H]3[C@H](O)C[C@@H]4C[C@H](O)CC[C@]4(C)[C@H]3CC[C@]12C	-9%	-1%	18%	44%[activator]	-6%	4	6%	11%[12.7 µM]	-1%

These rows are one share of the data; rates above refer to the full screens.
